# Compound activity deposited in PubChem BioAssay by several laboratories.
# TNAP act hiacc = TNAP activators at high phosphate acceptor level, primary screen, biochemical, luminescence, uHTS | 200,000 tested, under 10 active | purified TNAP, CDP-star luminescence, 1 M DEA, 30 min; active compounds read high; 0 = EDTA background, 1 = DMSO-only activity | activation factor at 20 µM | Alkaline phosphatase, tissue-nonspecific isozyme (Homo sapiens), P05186;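 active = activation factor at least 2 at 20 µM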
# Target sequence (P05186 whole entry, looked up): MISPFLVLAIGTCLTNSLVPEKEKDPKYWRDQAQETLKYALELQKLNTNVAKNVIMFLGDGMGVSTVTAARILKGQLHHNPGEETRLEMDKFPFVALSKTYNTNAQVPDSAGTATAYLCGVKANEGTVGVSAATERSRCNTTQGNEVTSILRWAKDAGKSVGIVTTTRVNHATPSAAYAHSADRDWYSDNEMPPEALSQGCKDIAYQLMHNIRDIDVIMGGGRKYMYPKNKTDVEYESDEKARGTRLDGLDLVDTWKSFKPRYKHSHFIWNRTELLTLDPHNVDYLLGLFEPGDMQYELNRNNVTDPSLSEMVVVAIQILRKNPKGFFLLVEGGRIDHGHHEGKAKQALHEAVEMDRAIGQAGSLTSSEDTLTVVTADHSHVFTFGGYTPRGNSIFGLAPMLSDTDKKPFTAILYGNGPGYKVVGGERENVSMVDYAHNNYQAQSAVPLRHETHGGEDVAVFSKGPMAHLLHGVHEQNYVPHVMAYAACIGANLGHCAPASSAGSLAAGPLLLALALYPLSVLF
#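 Test system – human TNAP · Doses – 20 µM single point · Incubation – 30 min, room temperature · Signal – luminescent substrate turnover signal · Read-out basis – activation factor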
# TNAP inh hi DEA = human TNAP enzyme inhibitors, primary screen, biochemical, luminescent, high phosphate acceptor level, uHTS | Alkaline phosphatase, tissue-nonspecific isozyme (Homo sapiens), P05186 | 200,000 compounds, 0.03% hits | inhibition, % at 20 µM | AID 1135, 2008 | purified TNAP, CDP-star luminescence, 1 M DEA;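 active = over 50% inhibition of tissue-nonspecific alkaline phosphatase at 20 µM in the single-dose screen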;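 note: plate controls were DMSO wells for no effect and EDTA-quenched wells as full inhibition for full effect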
# PPARg SRC1 recr = PPARgamma agonists recruiting SRC-1 coactivator, primary screen, biochemical; activation, % at 8 µM; AID 631, 2007; 200,000 compounds, 0.41% hits; PPARgamma-SRC-1 coactivator recruitment biochemical assay; in the data active = activation above about 19%;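 note: 0% = DMSO and 100% = reference agonist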
# Target sequence (P37231 whole entry, looked up): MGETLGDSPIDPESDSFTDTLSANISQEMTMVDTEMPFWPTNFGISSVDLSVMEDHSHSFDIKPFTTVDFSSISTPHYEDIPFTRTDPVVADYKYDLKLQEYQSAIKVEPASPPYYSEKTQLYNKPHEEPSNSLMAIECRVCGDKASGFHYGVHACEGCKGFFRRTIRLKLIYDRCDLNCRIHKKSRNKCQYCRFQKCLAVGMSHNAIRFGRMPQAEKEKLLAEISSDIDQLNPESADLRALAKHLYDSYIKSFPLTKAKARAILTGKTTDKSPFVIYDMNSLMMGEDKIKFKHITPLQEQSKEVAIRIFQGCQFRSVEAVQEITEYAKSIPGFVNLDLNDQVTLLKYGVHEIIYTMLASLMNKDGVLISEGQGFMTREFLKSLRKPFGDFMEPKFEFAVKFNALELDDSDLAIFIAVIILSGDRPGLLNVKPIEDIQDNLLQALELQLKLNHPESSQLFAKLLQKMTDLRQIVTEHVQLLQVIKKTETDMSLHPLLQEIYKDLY
# TNAP inh noacc = human TNAP enzyme inhibitors, primary screen, biochemical, luminescent, no phosphate acceptor, uHTS | 200,000 compounds, 0.26% hits | inhibition, % at 20 µM | purified TNAP, CDP-star luminescence, 30 min | AID 1012, 2008;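 active = tissue-nonspecific alkaline phosphatase inhibition above about 50% at 20 µM in the single-dose screen, limit read from the data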;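 note: 0% = DMSO negative control and 100% = EDTA positive control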
# PPARg SRC-2 ag = agonists of PPARg-SRC-2 recruitment, primary screen, biochemical, HTS; Peroxisome proliferator-activated receptor gamma (Homo sapiens), P37231; PPARgamma LBD-SRC-2 recruitment; activation, % at 8 µM; 200,000 compounds, 0.34% hits; AID 1032, 2008; in the data active = activation above about 22%;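 note: 0% = vehicle and 100% = reference agonist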
# PPARg SRC3 recr = PPARgamma agonists recruiting SRC-3 coactivator, primary screen, biochemical. Peroxisome proliferator-activated receptor gamma (Homo sapiens), P37231. biochemical PPARgamma/SRC-3 coactivator recruitment assay. activation, % at 8 µM. 200,000 compounds, 0.26% hits; in the data active = activation above about 23%;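 note: 0% = DMSO and 100% = reference agonist; some compounds past the cut are filed as inactive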
# bIAP inhibitor = bovine intestinal alkaline phosphatase inhibitors, primary screen, selectivity assay for TNAP inhibitor project, biochemical, bovine IAP, CDP-star luminescence; 190,000 tested, under 10 active; inhibition, % at 20 µM; purified bovine IAP, 30 min; AID 1019, 2008; alkaline phosphatase, intestinal [Bos taurus];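 active = over 50% inhibition of intestinal alkaline phosphatase at 20 µM in the single-dose screen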
#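 System: purified bovine intestinal alkaline phosphatase (IAP) enzyme; Input: IAP diluted 1/65,000,000 in the well; Measured by: CDP-star luminescence signal; Compound dosing: 20 µM single dose; Incubation: 30 min reaction at room temperature.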
# SRC2 TRFRET art = TR-FRET signal artefacts, primary screen, artefact control for PPARgamma SRC-2 agonist project, biochemical. TR-FRET artefact counter-screen; active compounds read high. 200,000 compounds, 0.4% hits. TR-FRET ratio at 8 µM; in the data active = TR-FRET ratio above about 2000; note: inactives centre near 1500
# bIAP act = bovine intestinal alkaline phosphatase activators, primary screen, biochemical, bovine IAP, CDP-star luminescence | alkaline phosphatase, intestinal [Bos taurus] | purified bovine IAP, 30 min; active compounds read high; fold of DMSO-control signal, blank-subtracted | activation factor at 20 µM | 200,000 compounds, 0.17% hits | AID 1016, 2008;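 active = activation factor of 2 or more at 20 µM, a signal rise over negative controls twice the positive control's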
# Efa HMGR inh = inhibitors of E. faecalis class II HMGR, primary screen, biochemical, Enterococcus faecalis; inhibition, % at 10 µM; AID 1066, 2008; HMG-CoA reductase (Enterococcus faecalis, mvaE); 190,000 compounds, 0.41% hits; purified E. faecalis HMGR, NADPH absorbance 340 nm kinetic;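 active = inhibition above a set limit, the median over all tested compounds plus 3 SD, cut at about 9.5% in these data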;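 note: enzyme runs in reverse so mevalonate oxidation gives rising NADPH absorbance; 0% = complete reaction with DMSO and 100% = background rate lacking mevalonate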
# * = called active by the depositor; . = not tested or not shown.
SMILES,TNAP act hiacc,TNAP inh hi DEA,PPARg SRC1 recr,TNAP inh noacc,PPARg SRC-2 ag,PPARg SRC3 recr,bIAP inhibitor,SRC2 TRFRET art,bIAP act,Efa HMGR inh
CCOc1ccc(S(=O)(=O)NC(C)(C)C)cc1-c1nc2c(C(C)(C)C)nn(C)c2c(=O)[nH]1,1,-2,2,-8,7,9,-4,1536,1,-3
CSc1nsc(SCC(=O)Nc2ccc(Br)cn2)n1,1,-3,0,0,1,-1,14,1478,0.9,-3
O=C(CSc1nc2ccccc2o1)N1CCN(c2ccc(Cl)cc2)CC1,1,1,-4,-10,-1,-4,25,1599,0.7,-4
COc1ccc(C2/C(=C(/O)c3ccccc3)C(=O)C(=O)N2c2ncccn2)cc1OC (centres undefined),1,5,9,-12,1,4,4,1614,1,2
COc1ccc(-c2csc(C3=C(O)CN(Cc4ccc(Cl)cc4)C3=N)n2)cc1OC,1.1,-7,0,-11,3,7,9,1596,0.9,-6
O=C(c1ccco1)N1N=C(c2cccs2)CC1c1ccco1 (centres undefined),1.1,-7,3,-4,13,6,0,1738,1,-1
O=C(Nc1c(C(=O)N2CCOCC2)cnn1-c1ccccc1Cl)c1ccco1,1,-4,10,-11,-5,-13,12,1658,0.9,0
CS(=O)(=O)N1CCN(c2nnc(-c3ccccc3)c3ccccc23)CC1,1,0,5,-1,7,1,0,1546,1,-9
Cc1ccc(NC(=O)CSc2nnc(Cc3cccn3C)n2-c2ccc(F)cc2)cc1,1,2,-2,-8,9,6,4,1581,1,-2
COc1cccc(CSc2nnc(-c3ccco3)n2C)c1,1,-4,-4,-7,-16,-20,5,1256,1,-4
COCC(=O)N(Cc1nc2ccccc2c(=O)[nH]1)Cc1cccs1,1.1,-6,7,3,7,-1,5,1447,0.9,1
Cc1nc(NC(=S)NC(=O)c2cncc(Br)c2)ccc1Br,1,0,-6,18,-2,-6,2,1378,1,2
CC1CCN(Cc2nc3c(c(=O)n(C)c(=O)n3C)n2CCc2ccccc2)CC1,.,.,4,.,12,6,.,1598,.,.
CCOc1ccc(C2C(C(=O)Nc3ccc(F)cc3)=C(C)Nc3nc(CCCO)nn32)cc1 (centres undefined),1,0,0,-12,-13,-7,-11,1399,1.1,4
CC(C)(C)NC(=O)CN(Cc1cccs1)C(=O)C1COc2ccccc2O1 (centres undefined),1,-2,1,-7,-2,-6,-8,1337,1.1,-2
O=C1ON=C(c2ccccc2)/C1=C/c1ccc(-c2ccccc2[N+](=O)[O-])o1,1,1,2,6,-3,-1,0,1413,1,3
COc1ccc(NC(=O)Cn2nc(Cc3cccnc3)c3ccccc3c2=O)cc1OC,1,3,7,-12,14,14,1,1572,1,-4
COc1ccc(CC(=O)n2nc(-c3ccc(Cl)cc3)nc2NCc2ccco2)cc1,1,-2,3,32,-1,-1,12,1487,0.9,-2
O=C1CCC/C(=N/NC(=O)c2ccc(NS(=O)(=O)c3cccs3)cc2)C1,1,1,14,-11,12,3,-21,1761,1.2,2
Cc1cc(CN(C)C(=O)CC2C(=O)NCCN2Cc2ccc(F)c(F)c2)on1 (centres undefined),1,-4,-11,-9,-1,0,0,1400,1,-4
CCCOc1cccc(C(=O)Nc2ccc(Br)cc2F)c1,1,-2,-7,-6,0,-8,-6,1286,1.1,-1
O=C(Nc1ccc(Cc2ccc(NC(=O)N3CCOCC3)cc2)cc1)N1CCOCC1,1,-5,1,-14,1,-3,2,1495,1,0
O=C(NC1CCCCC1)C1c2ccccc2C(=O)N1Cc1ccc2c(c1)OCO2 (centres undefined),1,-1,7,-27,19,2,2,1652,1,-5
C=CCSc1nc(C)c(CC=C)c(=O)[nH]1,1,-4,2,-10,7,8,11,1526,0.9,-1

# Record cards, from the list above:
# Entry for O=C(Nc1ccc(Cc2ccc(NC(=O)N3CCOCC3)cc2)cc1)N1CCOCC1 : TNAP act hiacc = 1; TNAP inh hi DEA = -5; PPARg SRC1 recr = 1; TNAP inh noacc = -14; PPARg SRC-2 ag = 1; PPARg SRC3 recr = -3; bIAP inhibitor = 2; SRC2 TRFRET art = 1495; bIAP act = 1; Efa HMGR inh = 0
# Entry for O=C(NC1CCCCC1)C1c2ccccc2C(=O)N1Cc1ccc2c(c1)OCO2 (centres undefined) : TNAP act hiacc = 1; TNAP inh hi DEA = -1; PPARg SRC1 recr = 7; TNAP inh noacc = -27; PPARg SRC-2 ag = 19; PPARg SRC3 recr = 2; bIAP inhibitor = 2; SRC2 TRFRET art = 1652; bIAP act = 1; Efa HMGR inh = -5

# Later entries
SMILES,TNAP act hiacc,TNAP inh hi DEA,PPARg SRC1 recr,TNAP inh noacc,PPARg SRC-2 ag,PPARg SRC3 recr,bIAP inhibitor,SRC2 TRFRET art,bIAP act,Efa HMGR inh
CCCc1nc2ccccc2c(C(=O)OCC(=O)Nc2c(C)n(C)n(-c3ccccc3)c2=O)c1CC,1,3,-1,8,7,10,16,1534,0.8,-1
CC(=O)c1cccc(NC(=O)CC2S/C(=N/N=C/c3ccccc3)NC2=O)c1 (centres undefined),1,-2,-2,0,4,0,21,1539,0.8,-5
CNc1nc(-c2ccc3c(c2)CCN3C(=O)c2ccccc2C)cs1,1.1,-9,2,-11,0,0,-3,1544,1,1
O=C(Cc1n[nH]c(=O)c2ccccc12)N1CCN(c2ccc(F)cc2)CC1,1,-2,-7,-12,-6,-4,-1,1512,1,-7
CCc1ccc2[nH]c(=O)c(C3C(C#N)=C(N)Oc4c3ccc3cccnc43)cc2c1 (centres undefined),1,0,10,0,6,3,-2,1526,1,3
CCCCC(=O)Nc1cc(OC)c(NC(=O)C2CCCCC2)cc1OC,1,3,3,-5,4,5,12,1500,0.9,-2
CC12CCC(C(=O)Nc3c(Cl)cccc3Cl)(C(Br)C1=O)C2(C)C (centres undefined),1.1,-5,10,-1,0,2,5,1458,0.9,0
CCN(C(=O)COC(=O)c1cc(-c2ccc3cc(OC)ccc3c2)nc2ccccc12)C1CCS(=O)(=O)C1 (centres undefined),1,2,-1,-18,2,2,2,1509,1,3
CCc1ccccc1NC(=O)Cc1ccc(-n2cccc2)cc1,1.1,-8,-3,-14,1,1,5,1471,0.9,-1
CCOc1ccc(NC(=S)NC(C)C(c2ccccc2)N2CCN(C)CC2)cc1 (centres undefined),1,-2,8,-6,3,2,-6,1416,1.1,-6
COc1ccc(C2=NC(=O)/C(=C\c3cc(OC)c(OC)c(OC)c3)O2)cc1,1,-2,9,0,3,0,-15,1422,1.2,2
CC1CCc2cc(F)ccc2N1C(=O)C1(C)CC1(Cl)Cl (centres undefined),1,-1,5,-7,4,0,14,1545,0.9,1
Cc1ccc2c(c1)N(CC(=O)N1CCc3ccccc3C1)C(=O)CO2,1,-2,7,-2,1,-2,-1,1519,1,2
Cc1cc(O)c(C(=O)Cc2csc(C)n2)c(O)c1,1,-1,11,0,-6,-3,2,1653,1,-4
CC(NC(=O)CCn1nc(-c2ccc(Cl)cc2)ccc1=O)c1ccccc1 (centres undefined),1,-2,-3,-9,-6,4,11,1516,0.9,0
CC(=O)C1=C(O)C(=O)N(Cc2ccco2)C1c1cccc(F)c1 (centres undefined),1,-1,8,-12,11,9,-3,1577,1,-4
S=C(Nc1cccc(Cl)c1)Nc1ccc2cn[nH]c2c1,1,-2,-1,-52,1,-2,0,1482,1,4
CC(Sc1nc(-c2ccccc2)cc(C(F)(F)F)n1)C(=O)Nc1sc2c(c1C(N)=O)CCC2 (centres undefined),1,1,-6,-19,-11,-3,-6,1452,1.1,-2
CC(=O)Nc1ccc(S(=O)(=O)CCC(=O)O)cc1,1,3,-1,-5,3,-3,-7,1664,1.1,-2
Nc1ccc(-n2nnnc2CN2CCOCC2)cc1,1,-1,-1,-15,-7,-3,21,1474,0.8,-2
Cc1ccc(O)c(-c2cc(C(F)(F)F)[nH]n2)c1,1,-1,1,-2,-5,-6,-11,1395,1.1,-3
COc1ccc(Cc2nc(-c3ccc(Cl)cc3)no2)cc1,1.1,-8,3,-3,8,10,22,1321,0.8,-2
COC(=O)CSc1nc(N)c(C#N)c(C(C)C)c1C#N,1,0,12,-10,8,3,-2,1544,1,-3
Cc1ccc(N2CC(C(=O)Nc3ccncc3)CC2=O)cc1 (centres undefined),1,-2,1,-9,9,12,5,1631,0.9,-1
Cc1cc(NC(=O)/C=C/c2ccc(Br)cc2)no1,1,-4,3,2,0,0,7,1729,0.9,0
CCc1ccc(NC2=NCC(=O)N2Cc2ccc3c(c2)OCO3)cc1,1,0,0,-6,1,-7,-10,1486,1.1,-2
Cc1c(N(C)C(=O)C2CCCN2S(=O)(=O)c2ccccc2)c(=O)n(-c2ccccc2)n1C (centres undefined),1,-4,-4,-10,-1,4,-1,1509,1,-4
CN(CCCNC(=O)CSc1cc(=O)n(C)c2cc(Cl)ccc12)Cc1ccccc1,1,-2,64*,-12,20,33*,0,2902*,1,-4
CN(c1ccccc1)S(=O)(=O)c1ccc(NC(=O)C2CCCCC2C(=O)O)cc1 (centres undefined),1,-4,8,-2,1,-2,4,1585,1,-7
O=C(NCc1ccccc1)c1cc(=O)[nH]c2ccccc12,1.1,-5,6,1,3,10,8,1486,0.9,-2
CN(C)c1nc(N(C)C)nc(N(C#N)CCOc2ccccc2)n1,1,1,10,-4,10,6,0,1534,1,-7
Cc1cccc(C(=O)O/N=C2\CCCc3ccccc32)c1,1,-1,3,-2,7,2,9,1502,0.9,-4
FC(F)(F)c1cnc(Sc2nc3nccc(-c4ccc(Cl)cc4)n3n2)c(Cl)c1,1,-2,4,-4,7,11,-7,1303,1.1,-4
Cc1cc(C)n(CC(=O)O)n1,1,0,0,-8,2,-1,-4,1480,1,-2
Cc1cc(N2CCN(C3CCCCC3)CC2)nc2cccc(O)c12,1,1,-3,-6,0,5,18,1421,0.8,-7
Oc1oc(-c2cccc3ccccc23)nc1/C=N/c1nccs1,0.8,19,5,6,5,-2,13,1653,0.9,-5
O=C1C2CC=CCC2C(=O)N1c1cccc(OS(=O)(=O)c2ccc3ccccc3c2)c1 (centres undefined),1,-2,-2,-4,4,0,2,1471,1,-1
CCN1CCN(S(=O)(=O)c2ccc(Cl)c(C(=O)NC(C)(C)C)c2)CC1,1,0,-1,-10,0,3,-8,1578,1.1,2
O=C(NC1CS(=O)(=O)CC1NCc1ccccc1)c1ccccc1 (centres undefined),1,-4,0,-13,-5,-7,-2,1463,1,-5
Cc1cccc2cc(CN(Cc3cccs3)C(=S)NCc3ccco3)c(=O)[nH]c12,1,2,-4,-10,5,2,10,1674,0.9,-1
